CAL PDZ FP-1: CAL PDZ (human) peptide binding inhibition | Q9HD26 | purified CAL PDZ, TMR-peptide fluorescence polarization, 1 h | inhibition, % at 24.9 µM | hit rate 0.92% among 300,000 | AID 602252;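 active = mean inhibition of at least 30% with at least half of replicates also reaching 30%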;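 also: 0% = DMSO neutral control and 100% = excess unlabeled competitor peptide PRC23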
SR-BI DiI inh: mouse SR-BI HDL lipid transfer inhibition; Q61009; ldlA[mSR-BI] CHO cells, DiI-HDL uptake fluorescence, 3 h; AID 488896; inhibition, % at 12.5 µM; hit rate 0.96% among 320,000;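 active = mean replicate inhibition of at least 70% and a set share of replicates each scoring 70 or more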;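 also: 0% = median of neutral control wells and 100% = median of positive control wells; values of inactives mirror those of a sister screen read the other way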
PfHsp90 yeast 2: inhibits growth of yeast expressing Plasmodium falciparum Hsp90 | S. cerevisiae expressing PfHsp90, BacTiter-Glo ATP, 48 h; yeast lacking PDR1 and PDR3 efflux regulators | inhibition, % at 9.4 µM | hit rate 0.32% among 310,000 | AID 504621;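 active = every replicate shows inhibition above about 80%, whatever the replicate mean, limit read from the data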;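 also: 0% = DMSO neutral controls and 100% = 20 µM radicicol positive controls; yeast relying on Plasmodium falciparum Hsp90 in place of its own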
Rtt109 Vps75: blocks Candida albicans Rtt109/Vps75 acetyltransferase activity. Q5AAJ8. purified Rtt109/Vps75, ThioGlo CoA-SH fluorescence, 4 h. inhibition, % at 34.9 µM. hit rate 0.16% among 330,000;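 active = inhibition of at least 50% in every replicate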
Target sequence (Q5AAJ8 whole entry, looked up): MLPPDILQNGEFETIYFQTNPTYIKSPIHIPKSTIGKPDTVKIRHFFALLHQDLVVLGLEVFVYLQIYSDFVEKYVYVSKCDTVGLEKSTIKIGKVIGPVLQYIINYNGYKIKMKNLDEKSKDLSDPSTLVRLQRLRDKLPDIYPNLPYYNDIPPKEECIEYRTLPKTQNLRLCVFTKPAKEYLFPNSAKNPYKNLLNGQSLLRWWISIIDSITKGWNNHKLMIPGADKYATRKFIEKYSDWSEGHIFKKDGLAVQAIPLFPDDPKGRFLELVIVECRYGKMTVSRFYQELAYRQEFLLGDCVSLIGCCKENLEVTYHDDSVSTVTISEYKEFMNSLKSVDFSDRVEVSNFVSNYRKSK
MITF act: increases MITF-driven TRPM1 promoter luciferase signal | SK-MEL-5 TRPM1-promoter luciferase, 24 h; % of positive control, neutral wells = 0 | activation, % at 12.5 µM | hit rate 0.75% among 300,000 | AID 588334;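 active = mean activation of at least 80% with every replicate also reaching 80%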;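 also: 0% = neutral control wells and 100% = parthenolide positive control wells; values of inactives mirror those of a sister screen read the other way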
SR-BI uptake up: activators of SR-BI mediated HDL lipid uptake. CHO ldlA[mSR-BI] cells, DiI-HDL uptake fluorescence, 3 h; 100 = double the neutral-control signal. activation, % at 12.5 µM. hit rate 0.096% among 320,000. AID 504775;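 active = mean replicate activation of at least 60% and every replicate at or above 60%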;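 also: 0% = median plate neutral-control signal and 100% = twice that signal; values of inactives mirror those of a sister screen read the other way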
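Material: SR-BI-overexpressing, LDLR-lacking CHO cells; schedule: compound exposure 3 h, 37 °C; reagent: DiI-labelled HDL at 10 µg/mL final; technique: bottom-read fluorescence, 550/595 nm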
PvdQ acylase: blocks Pseudomonas aeruginosa PvdQ acylase activity. purified PvdQ acylase, fluorescence plate reader. inhibition, % at 10 µM. hit rate 0.063% among 340,000; in the data active = inhibition above about 30%, passing the limit was not always enough;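 also: 0% = vehicle neutral wells and 100% = reference inhibitor wells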
dFosB act: activators of mouse delta FosB homodimer | P13346 | purified delta FosB, TAMRA-CDK5 oligo fluorescence polarization; percent of positive-control signal above neutral wells | activation, % at 25 µM | hit rate 0.99% among 340,000 | AID 493131;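 active = mean activation above about 17%, with every replicate also reaching it, limit read from the data, passing the limit was not always enough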;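 also: fluorescence polarization rise as delta FosB binds a TAMRA Cdk5 AP-1 oligo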
Target sequence (P13346 whole entry, looked up): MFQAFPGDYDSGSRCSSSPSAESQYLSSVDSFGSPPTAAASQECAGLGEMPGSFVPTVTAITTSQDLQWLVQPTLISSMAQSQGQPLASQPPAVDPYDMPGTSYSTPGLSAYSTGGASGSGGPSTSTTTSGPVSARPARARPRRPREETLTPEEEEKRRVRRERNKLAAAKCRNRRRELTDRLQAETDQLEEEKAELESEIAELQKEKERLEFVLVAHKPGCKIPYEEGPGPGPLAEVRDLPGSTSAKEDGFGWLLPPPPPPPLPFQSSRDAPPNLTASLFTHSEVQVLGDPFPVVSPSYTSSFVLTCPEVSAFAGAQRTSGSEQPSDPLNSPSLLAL
CAL PDZ FP-2: human CAL PDZ-peptide interaction inhibition | inhibition, % at 20 µM | hit rate 0.02% among 330,000 | Q9HD26 | purified CAL PDZ, TMR-peptide fluorescence polarization, 1 h | AID 504414;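 active = highest replicate inhibition of at least 40%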;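 also: plate controls were DMSO neutral control wells for no effect and unlabeled competitor peptide control wells for full effect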
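System: purified tagged CAL PDZ domain construct (CerCALP). Schedule: 1 h incubation at room temperature before polarization reading. Medium: 25 mM sodium phosphate pH 7.4, 150 mM NaCl, TCEP, IgG, Thesit. Read-out: percent inhibition from loss of millipolarization. Measured by: FP readout, S and P plane fluorescence. Probe or stimulus: fluorescent TMR peptide probe.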
NSD2 HMT inh: blocks human histone methyltransferase NSD2 | NSD2 peptide methylation, AlphaScreen, 120 min | inhibition, % at 12.5 µM | hit rate 0.54% among 310,000; in the data active = inhibition above about 50%
* marks the source's active call; other numbers are inactive results.

What do the screens show for `COc1ccc(NC(C)(C)c2nnnn2-c2c(C)cccc2C)cc1`?
SR-BI DiI inh: -1; PfHsp90 yeast 2: -3; Rtt109 Vps75: 24; MITF act: -16; SR-BI uptake up: 1; PvdQ acylase: 0; dFosB act: -2; CAL PDZ FP-2: -0.7; NSD2 HMT inh: 6

Results for COc1cccc(C2/C(=C(/O)c3ccccc3)C(=O)C(=O)N2CCCC(=O)O)c1 (configuration not stated) ?
CAL PDZ FP-1: -1; SR-BI DiI inh: -31; PfHsp90 yeast 2: 0; Rtt109 Vps75: 10; MITF act: -3; SR-BI uptake up: 31; PvdQ acylase: 16; dFosB act: 1; CAL PDZ FP-2: 0.2; NSD2 HMT inh: -1

Results for O=C(OCC(=O)c1cccc2ccccc12)c1ccc(CO)cc1 ?
CAL PDZ FP-1: 0; SR-BI DiI inh: 12; PfHsp90 yeast 2: 4; Rtt109 Vps75: 0; MITF act: 137*; SR-BI uptake up: -12; PvdQ acylase: -15; dFosB act: -27; CAL PDZ FP-2: -2.6; NSD2 HMT inh: 1

How did OCC1(Cc2ccc(F)cc2)CCCN(Cc2ccc(F)cc2Cl)C1 (configuration not stated) do in these assays?
SR-BI DiI inh: 8; PfHsp90 yeast 2: -24; Rtt109 Vps75: 0; MITF act: 5; SR-BI uptake up: -8; PvdQ acylase: -2; dFosB act: -2; CAL PDZ FP-2: -0.3; NSD2 HMT inh: -5

Results for CN(Cc1ccccc1)C1CCNCC1 ?
CAL PDZ FP-1: -3; SR-BI DiI inh: -14; PfHsp90 yeast 2: 0; Rtt109 Vps75: 1; SR-BI uptake up: 14; PvdQ acylase: -5; dFosB act: 6; CAL PDZ FP-2: 1.2; NSD2 HMT inh: -1

Results for Cc1ccc(-n2ncc3c2CCCC3NC(=O)CCCN2CCCC2=O)cc1C (configuration not stated) ?
CAL PDZ FP-1: -6; SR-BI DiI inh: 12; PfHsp90 yeast 2: 7; Rtt109 Vps75: -11; MITF act: -9; SR-BI uptake up: -12; PvdQ acylase: -9; dFosB act: -6; CAL PDZ FP-2: 0.2; NSD2 HMT inh: 0

How did O=C(CC1C(=O)NCCN1C(=O)Nc1ccccc1)Nc1cccc(C(F)(F)F)c1 (configuration not stated) do in these assays?
CAL PDZ FP-1: -3; SR-BI DiI inh: -31; PfHsp90 yeast 2: 4; Rtt109 Vps75: 34; SR-BI uptake up: 31; PvdQ acylase: 9; dFosB act: -4; CAL PDZ FP-2: -1.3; NSD2 HMT inh: -1

How did CCN(CC)CCNC(=O)CNC(=O)c1nn(-c2ccc(OC)cc2OC)c(=O)c2ccccc12 do in these assays?
CAL PDZ FP-1: -1; SR-BI DiI inh: -9; PfHsp90 yeast 2: -15; Rtt109 Vps75: 7; MITF act: -9; SR-BI uptake up: 9; PvdQ acylase: 7; dFosB act: -6; CAL PDZ FP-2: 0.6; NSD2 HMT inh: 7

How did COc1cc(-c2noc(CCCC(=O)NC3CCCCC3)n2)cc(OC)c1OC do in these assays?
SR-BI DiI inh: 23; PfHsp90 yeast 2: 13; Rtt109 Vps75: -1; MITF act: 13; SR-BI uptake up: -23; PvdQ acylase: 4; dFosB act: -5; CAL PDZ FP-2: -1.6; NSD2 HMT inh: 4

Results for COc1ccccc1CNC(=O)c1ccc(CS(=O)(=O)c2ccccc2C)o1 ?
CAL PDZ FP-1: -2; SR-BI DiI inh: 12; PfHsp90 yeast 2: -5; Rtt109 Vps75: -3; MITF act: -5; SR-BI uptake up: -12; PvdQ acylase: -5; dFosB act: -5; CAL PDZ FP-2: -2.5; NSD2 HMT inh: -3

How did O=C(c1csc(Nc2cccc3ccccc23)n1)N1CCCC1 do in these assays?
CAL PDZ FP-1: 0; PfHsp90 yeast 2: -25; Rtt109 Vps75: 0; MITF act: -29; PvdQ acylase: -4; dFosB act: -11; CAL PDZ FP-2: -2.3; NSD2 HMT inh: 6

Results for COc1cccc(C(=O)Nc2nc3ccccc3s2)c1 ?
SR-BI DiI inh: 21; PfHsp90 yeast 2: 1; Rtt109 Vps75: -5; MITF act: 66; SR-BI uptake up: -21; PvdQ acylase: -3; dFosB act: -18; CAL PDZ FP-2: 0.5; NSD2 HMT inh: 0

What do the screens show for `CCN(CC)S(=O)(=O)c1ccc(N2CCOCC2)c(NC(=O)CSCc2c(C)noc2C)c1`?
CAL PDZ FP-1: -11; SR-BI DiI inh: -31; PfHsp90 yeast 2: -25; Rtt109 Vps75: -5; MITF act: -3; SR-BI uptake up: 31; PvdQ acylase: -12; dFosB act: -5; CAL PDZ FP-2: -0.7; NSD2 HMT inh: 0

How did Cc1cc(N/N=C/c2ccc3c(c2)OCO3)nc2ccccc12 do in these assays?
CAL PDZ FP-1: -5; SR-BI DiI inh: 9; PfHsp90 yeast 2: 7; Rtt109 Vps75: 2; MITF act: 98*; SR-BI uptake up: -9; PvdQ acylase: 9; dFosB act: 61*; CAL PDZ FP-2: 0.7; NSD2 HMT inh: 0

Results for OC1NC(=S)N(c2ccccc2)C1O (configuration not stated) ?
CAL PDZ FP-1: 0; SR-BI DiI inh: 56; PfHsp90 yeast 2: -4; Rtt109 Vps75: -12; SR-BI uptake up: -56; PvdQ acylase: -12; dFosB act: -1; CAL PDZ FP-2: -1.1; NSD2 HMT inh: 1

What do the screens show for `COc1ccc(N2CCN(C(=O)c3cccc(S(=O)(=O)N4CCc5ccccc54)c3)CC2)cc1`?
CAL PDZ FP-1: -5; SR-BI DiI inh: 14; PfHsp90 yeast 2: 1; Rtt109 Vps75: -6; MITF act: -12; SR-BI uptake up: -14; PvdQ acylase: 9; dFosB act: -6; CAL PDZ FP-2: 0.6; NSD2 HMT inh: 0

How did O=C(CCn1c2c(c3ccccc31)CCCC2)NNC(=O)c1ccc(Cl)c([N+](=O)[O-])c1 do in these assays?
CAL PDZ FP-1: 1; SR-BI DiI inh: 41; PfHsp90 yeast 2: 20; Rtt109 Vps75: 6; MITF act: -4; SR-BI uptake up: -41; PvdQ acylase: -22; dFosB act: 7; CAL PDZ FP-2: -2.5; NSD2 HMT inh: 1

Results for Cc1onc(-c2ccccc2Cl)c1C(=O)N(C)Cc1ccccc1 ?
CAL PDZ FP-1: -4; SR-BI DiI inh: -6; PfHsp90 yeast 2: -17; Rtt109 Vps75: 1; MITF act: 5; SR-BI uptake up: 6; PvdQ acylase: -14; dFosB act: 1; CAL PDZ FP-2: -0.9; NSD2 HMT inh: -2

How did COc1ccc(C2(C(=O)Nc3ccc(C)cc3)CCOCC2)cc1 do in these assays?
CAL PDZ FP-1: -2; SR-BI DiI inh: -3; PfHsp90 yeast 2: 7; Rtt109 Vps75: 0; MITF act: -6; SR-BI uptake up: 3; PvdQ acylase: -12; dFosB act: 0; CAL PDZ FP-2: -7.3; NSD2 HMT inh: -2

Results for O=C(Nc1ccc(S(=O)(=O)NCCc2ccccc2)cc1)c1ccncc1 ?
CAL PDZ FP-1: -4; SR-BI DiI inh: 11; PfHsp90 yeast 2: -41; Rtt109 Vps75: -2; MITF act: -13; SR-BI uptake up: -11; PvdQ acylase: -17; dFosB act: -12; CAL PDZ FP-2: -3.3; NSD2 HMT inh: -1

The last two compounds of the section before come first, to join the parts.
How did COc1ccc(C2(C(=O)Nc3ccc(C)cc3)CCOCC2)cc1 do in these assays?
CAL PDZ FP-1: -2; SR-BI DiI inh: -3; PfHsp90 yeast 2: 7; Rtt109 Vps75: 0; MITF act: -6; SR-BI uptake up: 3; PvdQ acylase: -12; dFosB act: 0; CAL PDZ FP-2: -7.3; NSD2 HMT inh: -2

Results for O=C(Nc1ccc(S(=O)(=O)NCCc2ccccc2)cc1)c1ccncc1 ?
CAL PDZ FP-1: -4; SR-BI DiI inh: 11; PfHsp90 yeast 2: -41; Rtt109 Vps75: -2; MITF act: -13; SR-BI uptake up: -11; PvdQ acylase: -17; dFosB act: -12; CAL PDZ FP-2: -3.3; NSD2 HMT inh: -1

What do the screens show for `COc1ccc(NS(=O)(=O)c2cc(NC(=O)c3ccccn3)ccc2OC)cc1Br`?
CAL PDZ FP-1: -9; SR-BI DiI inh: 6; PfHsp90 yeast 2: -32; Rtt109 Vps75: -6; MITF act: 14; SR-BI uptake up: -6; PvdQ acylase: -5; dFosB act: -7; CAL PDZ FP-2: -1.7; NSD2 HMT inh: 1

Results for Cc1nn(Cc2ccc(Cl)cc2)c2sc(C(=O)OCC(N)=O)cc12 ?
CAL PDZ FP-1: -1; SR-BI DiI inh: 20; PfHsp90 yeast 2: -3; Rtt109 Vps75: -13; MITF act: 2; SR-BI uptake up: -20; PvdQ acylase: 12; dFosB act: -10; CAL PDZ FP-2: -1.2; NSD2 HMT inh: 2

Results for CC(=O)NC(=S)Nc1cc(C(=O)O)ccc1Cl ?
CAL PDZ FP-1: 116*; SR-BI DiI inh: -5; PfHsp90 yeast 2: 4; Rtt109 Vps75: 4; MITF act: 15; SR-BI uptake up: 5; PvdQ acylase: -5; dFosB act: 1; CAL PDZ FP-2: -0.7; NSD2 HMT inh: -1

What do the screens show for `CN(C)Cc1cc(CN(C)C)c(O)c(CCc2ccccc2)n1`?
CAL PDZ FP-1: 1; SR-BI DiI inh: -17; Rtt109 Vps75: -10; SR-BI uptake up: 17; PvdQ acylase: -10; dFosB act: -1; CAL PDZ FP-2: -1.2; NSD2 HMT inh: -4

How did COc1cc(Nc2cc(C)nc3ncnn23)cc(OC)c1OC do in these assays?
CAL PDZ FP-1: 1; SR-BI DiI inh: -7; PfHsp90 yeast 2: -24; Rtt109 Vps75: -1; MITF act: -8; SR-BI uptake up: 7; PvdQ acylase: -7; dFosB act: -2; CAL PDZ FP-2: -2.6

Results for Cc1nn(-c2cc(N3CCOCC3)ccc2[N+](=O)[O-])c(=O)c2ccccc12 ?
CAL PDZ FP-1: -1; SR-BI DiI inh: 20; PfHsp90 yeast 2: -9; Rtt109 Vps75: 8; MITF act: -9; SR-BI uptake up: -20; PvdQ acylase: -7; dFosB act: -9; CAL PDZ FP-2: -2.3; NSD2 HMT inh: 7

How did CCN(C(=O)c1cc2c(=O)n3cccc(C)c3nc2s1)C1CCCCC1 do in these assays?
CAL PDZ FP-1: -3; SR-BI DiI inh: 28; PfHsp90 yeast 2: -23; Rtt109 Vps75: -27; MITF act: 24; SR-BI uptake up: -28; PvdQ acylase: -13; dFosB act: -31; CAL PDZ FP-2: -3.0; NSD2 HMT inh: -44

Results for Cc1onc(-c2ccccc2)c1C(=O)n1cccn1 ?
CAL PDZ FP-1: 3; SR-BI DiI inh: -6; PfHsp90 yeast 2: 10; Rtt109 Vps75: 1; MITF act: -15; SR-BI uptake up: 6; PvdQ acylase: -10; dFosB act: -6; CAL PDZ FP-2: 0.1; NSD2 HMT inh: 1

How did COc1ccc2c(c1OC)C(=O)N(c1cccc(C)c1)C2=O do in these assays?
CAL PDZ FP-1: -4; SR-BI DiI inh: -4; PfHsp90 yeast 2: -4; Rtt109 Vps75: 3; MITF act: 14; SR-BI uptake up: 4; PvdQ acylase: -2; dFosB act: -2; CAL PDZ FP-2: -1.4; NSD2 HMT inh: 0
